Source: PubChem BioAssay
OX1R antag-1 – OX1R (HCRTR1) antagonists, primary screen, fluorescence, CHO/OX1R cells, Fluo-8 calcium, orexin A | Orexin/Hypocretin receptor type 1 (Homo sapiens), O43613 | Fluo-8 calcium fluorescence | inhibition, % at 5 µM | AID 434989, 2010 | hit rate 0.43% among 330,000;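 active means inhibition above its plate's threshold, mean inhibition of all tested compounds on the plate plus 3 SD, cut at about 37% in these data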;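 further: 0% = orexin A challenge wells and 100% = SB-334867-A antagonist wells; not every result past the cut was called active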
Target sequence (O43613 whole entry, looked up): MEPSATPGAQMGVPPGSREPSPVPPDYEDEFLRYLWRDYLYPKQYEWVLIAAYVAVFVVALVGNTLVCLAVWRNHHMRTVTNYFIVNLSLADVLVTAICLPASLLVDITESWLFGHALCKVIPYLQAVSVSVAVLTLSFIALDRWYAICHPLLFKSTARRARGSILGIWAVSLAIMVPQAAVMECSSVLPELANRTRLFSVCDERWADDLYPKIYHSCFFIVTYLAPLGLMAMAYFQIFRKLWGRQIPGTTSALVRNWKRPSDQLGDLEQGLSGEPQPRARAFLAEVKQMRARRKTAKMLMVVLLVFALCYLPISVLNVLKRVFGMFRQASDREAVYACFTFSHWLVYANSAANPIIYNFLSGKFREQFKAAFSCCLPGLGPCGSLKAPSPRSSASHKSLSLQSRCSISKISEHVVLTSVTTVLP
OX1R antag-2 – antagonists of human orexin 1 receptor (OX1R); Orexin/Hypocretin receptor type 1 (Homo sapiens), O43613; OX1R-expressing cells, FRET antagonist read-out; inhibition, % at 6.6 µM; hit rate 1.8% among 330,000; AID 485270, 2010; in the data active means inhibition mostly above about 38%, no sharp cut-off; inactive means mostly below about 40%;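 further: 0% = agonist challenge alone and 100% = reference antagonist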
The depositor's hits bear a star. The order is random; 2% or so of the library scored in one or more.

#1 COC(=O)c1sc(=S)n(-c2cc(F)ccc2F)c1N
#2 Cc1ccc2cc(CN(CCCO)S(=O)(=O)c3cccc4nsnc34)c(=O)[nH]c2c1C
#3 COc1ccc(CC(=O)NNc2ncnc3c2cnn3C)cc1
#4 Cc1cnc(C(=O)OC(C(=O)c2c[nH]c3ccccc23)c2ccccc2)cn1 (centres undefined)
#5 COc1ccc(C2C(C#N)=C(N)N(N(C)C)C3=C2C(=O)CC(C)(C)C3)cc1 (centres undefined)
#6 O=C(Nc1ccc(S(=O)(=O)N2CCCCC2)cc1)c1cnccn1
#7 COc1ccc(CCC(=O)N2CCc3ccccc32)cc1
#8 CCc1ccc(N=c2c([N+](=O)[O-])nn(-c3ccccc3)n2O)cc1
Screen / compound no. | 1 | 2 | 3 | 4 | 5 | 6 | 7 | 8
OX1R antag-1 | -13.4 | -34.0 | -9.4 | 1.3 | -16.9 | -1.8 | -16.8 | -20.5
OX1R antag-2 | 12.3 | 18.2 | 3.3 | 9.3 | 0.8 | 11.7 | 7.0 | 20.9

#9 COc1ccc(C(c2sc3nc(C)nn3c2O)N2CCN(Cc3ccccc3)CC2)cc1OC (centres undefined)
#10 CC(C)(C)n1nc2c(c1NC(=O)COc1ccc3ccccc3c1)CS(=O)(=O)C2
#11 COc1cccc(-n2nnc3c(=O)n(CC(=O)NC4CCCC4)cnc32)c1
#12 Cc1ccc(N(CC(=O)NCc2ccc3c(c2)OCO3)C(=O)CCC(=O)Nc2ccccn2)cc1
#13 c1ccc2sc(NC3=NCN(Cc4ccc5c(c4)OCO5)CN3)nc2c1
#14 CCCCN1CC[C@H]2C=CC[C@@H](C(=O)Nc3ccc(Cl)cc3Cl)[C@H]2C1=O
#15 CC(=O)CCc1ccc(OCC(O)CNCCOc2ccc(C)cc2)cc1 (centres undefined)
#16 O=C(Nc1ncc(Br)s1)C1CCCN1S(=O)(=O)c1cccc2cccnc12 (centres undefined)
Screen / compound no. | 9 | 10 | 11 | 12 | 13 | 14 | 15 | 16
OX1R antag-1 | -26.8 | -13.4 | -15.9 | -37.5 | -22.3 | -10.2 | -10.5 | -21.5
OX1R antag-2 | 13.6 | 19.3 | -1.0 | 9.3 | 19.6 | 35.4 | 0.0 | 29.7

#17 Cc1cccc(OCC(=O)N2CCN(C(=O)Cc3ccccc3)CC2)c1
#18 COc1ccc(-c2[nH]ncc2/C=N/NC(=O)c2cc(Br)ccc2O)c(OC)c1
#19 S=C(Nc1cc(Cl)ccc1Cl)Nn1cnnc1
#20 CC1CCCCN1S(=O)(=O)c1ccc(C(=O)Nc2nnc(C3CC3)o2)cc1 (centres undefined)
#21 O=C(C[n+]1cc2ccccc2c2ccccc21)c1ccccc1
#22 Cc1ccc(-c2nnc(N3CCN(CCO)CC3)c3ccccc23)cc1
#23 COc1cc(Oc2ccccc2)nc(N)n1
#24 COc1ccccc1N1CCN(C(=O)/C=C/c2cccs2)CC1
Screen / compound no. | 17 | 18 | 19 | 20 | 21 | 22 | 23 | 24
OX1R antag-1 | -29.0 | -19.4 | -2.9 | -21.7 | -1.0 | -5.9 | -8.0 | -6.5
OX1R antag-2 | 8.5 | 10.3 | 15.6 | 39.5 | 56.3* | 8.8 | 22.6 | 7.0

#25 CCCCNc1ccc(C(F)(F)F)cc1S(=O)(=O)NCCc1ccc(F)cc1
#26 CCN=c1scc(C)n1/N=C/c1ccsc1
#27 COc1ccc(C(=O)CC(Nc2ccc([N+](=O)[O-])cc2)c2ccc(Cl)cc2)cc1 (centres undefined)
#28 COc1cc2c(cc1NC(=O)CSc1nc3cc(Cl)ccc3s1)oc1ccccc12
#29 O=[N+]([O-])c1ccc(S(=O)(=O)Nc2nnc(C3CCCCC3)s2)cc1
#30 CCc1cccc2c(=O)c(C(=O)NCCN3CCOCC3)c[nH]c12
#31 O=C(C1CC(=O)N(c2ccc(F)cc2)C1)N1CCCCCC1 (centres undefined)
#32 C/C(=N\OC(=O)c1ccccc1)c1c(C)nc2cc(C)ccn12
Screen / compound no. | 25 | 26 | 27 | 28 | 29 | 30 | 31 | 32
OX1R antag-1 | 46.7 | -31.4 | -15.1 | -20.1 | -9.8 | -14.3 | -4.6 | 12.5
OX1R antag-2 | 8.5 | 17.5 | 15.4 | 9.9 | 21.5 | 4.2 | 5.3 | 20.6

#33 CC(=O)c1ccc(N2CCN(C(=O)CCS(=O)(=O)c3ccc4c(c3)NC(=O)CS4)CC2)cc1
#34 CCn1c(SCC(=O)C(C)(C)C)nnc1-c1ccccn1
#35 CCC(CC)NC(=O)COC(=O)CCC(=O)c1cccs1
#36 CCC(C)OC(=O)n1ccc(C(=O)Nc2nccs2)n1 (centres undefined)
#37 CC(=O)N1c2ccc(S(=O)(=O)N(C)C3CCCCC3)cc2CC1C (centres undefined)
#38 Cc1cc(-c2n[nH]c(=S)n2-c2ccccc2C)cs1
#39 CC(OC(=O)/C=C/c1ccco1)C(=O)NC1CCCCC1C (centres undefined)
#40 COC(=O)c1cc2c(s1)-c1ccccc1OC2
Screen / compound no. | 33 | 34 | 35 | 36 | 37 | 38 | 39 | 40
OX1R antag-1 | -12.9 | -6.9 | -6.4 | -4.1 | -24.4 | -2.6 | -13.0 | -10.0
OX1R antag-2 | 2.5 | 11.6 | 6.2 | -2.9 | 36.5 | 9.3 | 20.5 | 17.6

#41 COc1ccc(/C=C(\C#N)c2cc(OC)c(OC)cc2[N+](=O)[O-])cc1
#42 CC(C)(Cc1ccc(O)cc1)NC(=O)CC(=O)N=Nc1c(O)[nH]c2cc(Br)ccc12
#43 Cc1ccc(-n2c(=O)cc(N3CC(C)CC(C)C3)[nH]c2=O)cc1 (centres undefined)
#44 COc1cccc(N(C(=O)c2snc(C(N)=O)c2N)C(C(=O)NCC2CCCO2)c2ccc(F)cc2)c1 (centres undefined)
#45 CCOc1ccc(OCC(=O)OCC(=O)NCC2CCCO2)cc1 (centres undefined)
#46 Cc1ccccc1OCCCn1c(=O)sc2ccccc21
#47 COc1cc(/C=C2/C(=O)NN(c3cccc(Cl)c3)C2=O)cc(Br)c1O
#48 CCCn1c(SCC(=O)Nc2ccccc2OC)nnc1-c1ccco1
Screen / compound no. | 41 | 42 | 43 | 44 | 45 | 46 | 47 | 48
OX1R antag-1 | -19.9 | -11.2 | -9.0 | -22.7 | -20.5 | -29.4 | -58.6 | -14.8
OX1R antag-2 | 8.7 | 19.3 | 5.5 | 15.7 | 1.7 | 24.5 | 16.8 | 32.2

#49 OCCSc1nc(-c2cccnc2)nc2ccccc12
#50 CC(C)(C)CC(=O)Nc1nnc(SCC(=O)N2CCCCC2)s1
#51 Cc1cc(NC(=O)CSc2nc(C(C)(C)C)nc3ccccc23)no1
#52 CN=C1CC(C)(C)CC(=O)/C1=C(/O)CCC(=O)NC
#53 O=c1sc(Nc2ccccc2)nc2ccsc12
#54 O=C(NC1CCCCCC1)c1cc2n(n1)C(C(F)(F)F)CC(c1ccco1)N2 (centres undefined)
#55 Cc1ccc(NC(=O)COC(=O)[C@H](C)N2C(=O)C3CC=CCC3C2=O)cc1S(=O)(=O)N(C)C (some centres undefined)
#56 O=C(c1ccc(F)cc1)c1cc2ccc(O)cc2oc1=O
Screen / compound no. | 49 | 50 | 51 | 52 | 53 | 54 | 55 | 56
OX1R antag-1 | 0.8 | -12.9 | -24.2 | -5.6 | 14.8 | -15.4 | -28.9 | 8.1
OX1R antag-2 | 22.3 | 8.3 | 23.6 | 13.3 | 84.7* | 14.1 | 17.2 | 1.1

#57 Cc1ccc(S(=O)(=O)N(C)c2cc(S(N)(=O)=O)c(C)cc2C)cc1
#58 Clc1ccc(CSc2nccn2Cc2ccccc2)cc1
#59 O=C(N/N=C/c1ccc(Sc2ccccn2)o1)c1cc2ccccc2cc1O
#60 COc1ccc(CNn2c(C)nc3ccccc3c2=O)cc1
#61 COc1ccc2cc(-c3ccccc3)c(=O)oc2c1
#62 COc1ccc(OCCC(=O)NCCN2CCOCC2)cc1
#63 O=C(c1cnn2cccnc12)N1CCN(c2ccccc2)CC1
#64 COc1ccccc1-n1c(SCC(N)=O)nnc1-c1ccc(S(=O)(=O)N2CCCCC2)cc1
Screen / compound no. | 57 | 58 | 59 | 60 | 61 | 62 | 63 | 64
OX1R antag-1 | -24.3 | 17.8 | -16.1 | 6.5 | -18.8 | -8.4 | -0.6 | -14.2
OX1R antag-2 | 10.6 | 13.8 | 0.9 | 17.6 | 8.4 | 20.1 | 5.0 | 10.0

#65 C=CCNC(=O)c1onc(CSc2ccc(F)c(F)c2)c1C(=O)NCC=C
#66 Cc1nn(CC(=O)OCC(=O)c2ccccc2)c(C)c1[N+](=O)[O-]
#67 COc1ccc(C2CC(c3c(O)cc(C)oc3=O)=NCCS2)c(OC)c1 (centres undefined)
#68 Cc1ccc(NC(=O)CCNS(=O)(=O)c2ccc3c(c2)CCC(=O)N3)cc1F
#69 Cc1ccc(C)c(N2CCN(C(=O)c3ccc(NS(=O)(=O)c4c(C)noc4C)cc3)CC2)c1
#70 Fc1cnc(Cl)nc1NC1CCCCC1
#71 Cc1ccnc(NC(=O)COc2c(C)cc(C)cc2[N+](=O)[O-])c1
#72 Cc1cccc(-c2noc(CN(C(=O)C(c3ccccc3)c3ccccc3)C(C)C)n2)c1
Screen / compound no. | 65 | 66 | 67 | 68 | 69 | 70 | 71 | 72
OX1R antag-1 | -25.6 | -15.8 | 2.8 | -13.4 | 4.3 | -1.3 | -19.9 | -9.0
OX1R antag-2 | 16.3 | 8.1 | 13.3 | -2.0 | 17.5 | 0.2 | 24.4 | 42.5*

#73 Cc1ccc2[nH]c(CNC(=O)c3ccccc3F)cc2c1
#74 CCN1C(=O)N[C@H](c2ccccc2)C(C(C)=O)=C1C
#75 CCCN(CC(=O)Nc1ccccc1OC)C(=O)c1cc(-c2ccccc2)nn1-c1ccccc1
#76 CC(C)C(=O)Nc1cc(S(=O)(=O)N2CCOCC2)ccc1N1CCCCC1
#77 O=C(NCC(c1ccco1)N1CCCC1)c1cn(Cc2ccccc2)nc1-c1ccccc1 (centres undefined)
#78 O=C(NC(=S)Nc1ccccc1N1CCCC1)c1cccc(F)c1
#79 Cn1c(SCCOc2ccc(F)cc2)nnc1-c1ccncc1
#80 O=C(N/C=C\c1ccccc1)NCc1ccc(Cl)cc1
Screen / compound no. | 73 | 74 | 75 | 76 | 77 | 78 | 79 | 80
OX1R antag-1 | -29.4 | -26.8 | 7.2 | -41.1 | -25.2 | -38.6 | -4.1 | -20.5
OX1R antag-2 | 7.7 | 8.2 | 14.6 | 5.6 | 5.5 | 5.4 | 7.9 | 15.8

#81 COc1cc(C(=O)Nc2nnc(CC(=O)NCc3ccccc3)s2)cc(OC)c1OC
#82 COc1ccccc1NS(=O)(=O)c1ccc(-c2cnc(C3CC3)o2)cc1
#83 COc1ccccc1CNC(=O)CC1C(=O)NCCN1C1Cc2ccccc2C1 (centres undefined)
#84 CN(CCC#N)C(=O)COC(=O)c1ccc2c(c1)C(=O)N(C1CCCCC1)C2=O
#85 Cc1cc(-c2ccccc2)c2c3c(cn2n1)c(=O)n(C)c(=O)n3C
#86 O=[N+]([O-])c1cccc(/C=N/NC2=NS(=O)(=O)c3ccccc32)c1
#87 C[n+]1cccc(C(=O)N/N=C/c2ccc3c(c2)OCO3)c1
#88 COc1c(C(=O)Nc2ccc(Cc3ccncc3)cc2)ccc2ccccc12
Screen / compound no. | 81 | 82 | 83 | 84 | 85 | 86 | 87 | 88
OX1R antag-1 | -11.0 | -13.7 | -20.0 | -6.0 | -6.5 | 1.5 | -1.4 | -1.3
OX1R antag-2 | 14.5 | 14.0 | 30.5 | 39.6 | 5.5 | 37.3 | 29.9 | 58.4

Complete entries, quoted from the list. Order of values: OX1R antag-1	OX1R antag-2
Entry for C[n+]1cccc(C(=O)N/N=C/c2ccc3c(c2)OCO3)c1 : -1.4	29.9
Entry for CN(CCC#N)C(=O)COC(=O)c1ccc2c(c1)C(=O)N(C1CCCCC1)C2=O : -6.0	39.6
Entry for COc1cc(C(=O)Nc2nnc(CC(=O)NCc3ccccc3)s2)cc(OC)c1OC : -11.0	14.5
Entry for COc1ccccc1CNC(=O)CC1C(=O)NCCN1C1Cc2ccccc2C1 (centres undefined) : -20.0	30.5
Entry for O=[N+]([O-])c1cccc(/C=N/NC2=NS(=O)(=O)c3ccccc32)c1 : 1.5	37.3

More records:
#89 CC(Oc1ccc(Br)cc1)C(=O)Nc1ccc(N2CCOCC2)cc1N1CCOCC1 (centres undefined)
#90 COc1ccc(C)cc1N(CC(=O)N/N=C/c1ccc2c(c1)OCO2)S(C)(=O)=O
#91 O=C(Cc1ccccc1)NCCn1ccc2ccccc21
#92 Cc1cc(O)c(C(C)C)cc1NC(=O)c1ccccc1Cl
#93 CCOC(=O)c1c(C)[nH]c(C(=O)Cn2nnc(-c3ccccc3)n2)c1C
#94 COc1cccc(-c2ccc(NC(=O)C3CCCN(Cc4cnn(C(C)C)c4)C3)cc2)c1 (centres undefined)
#95 CC(C)n1c(SCC(=O)Nc2nncs2)nnc1C1CC1
#96 CCOC(=O)N1C2C=C(C)[C@@H]2[C@@H]2CC(=O)N21 (some centres undefined)
Screen / compound no. | 89 | 90 | 91 | 92 | 93 | 94 | 95 | 96
OX1R antag-1 | -22.5 | -13.9 | -10.1 | -15.0 | -17.8 | -13.6 | -12.9 | -1.4
OX1R antag-2 | 12.6 | 28.8 | 5.2 | 17.6 | 25.2 | 4.5 | 9.4 | 8.5

#97 CNc1nnc(-c2ccco2)s1
#98 O=C(NNC(=O)c1cccc(S(=O)(=O)N2CCN(c3ccccc3)CC2)c1)c1ccc(Cl)cc1
#99 O=C(NCC1CCCO1)C(c1ccco1)N(Cc1ccc(F)cc1)C(=O)CN1C(=O)c2ccccc2S1(=O)=O (centres undefined)
#100 CCOC(=O)c1cnn(-c2ccccc2)c1-n1cccc1C(=O)C(=O)N(C)C
Screen / compound no. | 97 | 98 | 99 | 100
OX1R antag-1 | 5.7 | 0.9 | -31.1 | -11.6
OX1R antag-2 | 8.2 | 11.5 | 11.1 | 16.3
